Screens (PubChem)
ERAP1 inh = human ERAP1 aminopeptidase inhibitors, primary screen, biochemical, single point, plate reader; hit rate 0.15% among 340,000; recombinant ERAP1, Leu-AMC fluorescence, 60 min; Endoplasmic reticulum aminopeptidase 1 (Homo sapiens), Q9NZ08; inhibition, % at 10.7 µM; AID 652197, 2013;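 active = mean replicate inhibition of at least 30%, or all replicates individually reaching that 30% level; inactive = mean below 30% and not every replicate reaching it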;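 note: 0% = neutral control wells and 100% = L-leucinethiol positive control wells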
Target sequence (Q9NZ08 whole entry, looked up): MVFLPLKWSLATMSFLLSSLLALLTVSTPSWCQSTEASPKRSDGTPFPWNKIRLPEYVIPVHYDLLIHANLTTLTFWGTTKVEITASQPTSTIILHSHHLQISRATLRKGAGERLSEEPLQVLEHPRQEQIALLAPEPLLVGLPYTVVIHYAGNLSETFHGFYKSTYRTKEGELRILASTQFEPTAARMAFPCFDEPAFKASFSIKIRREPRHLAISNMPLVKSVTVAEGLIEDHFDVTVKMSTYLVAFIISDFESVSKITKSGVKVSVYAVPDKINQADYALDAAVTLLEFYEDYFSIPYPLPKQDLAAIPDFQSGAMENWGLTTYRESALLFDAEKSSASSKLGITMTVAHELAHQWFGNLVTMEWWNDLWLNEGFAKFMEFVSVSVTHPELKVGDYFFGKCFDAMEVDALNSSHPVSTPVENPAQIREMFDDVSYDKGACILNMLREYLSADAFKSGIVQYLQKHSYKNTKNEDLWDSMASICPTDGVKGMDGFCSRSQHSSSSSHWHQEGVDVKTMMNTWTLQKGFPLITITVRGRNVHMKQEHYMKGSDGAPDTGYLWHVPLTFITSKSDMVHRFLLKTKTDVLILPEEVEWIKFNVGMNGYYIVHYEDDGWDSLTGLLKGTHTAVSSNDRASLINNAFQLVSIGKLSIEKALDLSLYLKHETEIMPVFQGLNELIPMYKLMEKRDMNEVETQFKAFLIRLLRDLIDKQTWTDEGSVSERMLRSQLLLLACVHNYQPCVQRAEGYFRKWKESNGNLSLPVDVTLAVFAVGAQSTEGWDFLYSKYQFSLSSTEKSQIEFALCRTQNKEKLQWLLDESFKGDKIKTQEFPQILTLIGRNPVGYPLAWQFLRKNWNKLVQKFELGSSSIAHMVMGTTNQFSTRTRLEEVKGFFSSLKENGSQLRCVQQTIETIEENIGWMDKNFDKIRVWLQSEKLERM
S100A4 inh HTS = inhibitors of S100A4-myosin IIA peptide binding, primary screen, biochemical, fluorescence polarization, TAMRA-MyoIIA peptide | Protein S100-A4 (Homo sapiens), P26447 | inhibition, % at 10.7 µM | hit rate 0.14% among 360,000 | AID 652163, 2013;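 active = mean inhibition of at least 70% across replicates, with every replicate also reaching that level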
Target sequence (P26447 whole entry, looked up): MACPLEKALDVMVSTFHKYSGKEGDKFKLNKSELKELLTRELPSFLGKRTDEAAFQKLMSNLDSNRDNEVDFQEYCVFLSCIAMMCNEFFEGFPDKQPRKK
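Material: human S100A4 monomer with TAMRA-labelled myosin IIA peptide; buffer or medium: HEPES pH 7.2 with CaCl2, KCl, NaCl, DTT, Triton; compound dosing: one concentration per compound; schedule: 5 min incubation before reading; benchmarks: neutral control DMSO, positive control TFP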
Cneo AK release = Cryptococcus neoformans cell lysis inducers, primary screen, AK release luminescence, single concentration | C. neoformans lysis, adenylate kinase release luminescence, 4 h; normalised: neutral wells 0, clomiphene wells 100 | lysis activity, % at 15 µM | hit rate 0.2% among 360,000;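 active = mean lysis activity across replicates of at least 80%, whatever share of replicates individually reach that level; inactive = mean lysis activity below 80%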
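Assay system: log-phase C. neoformans yeast / Quantity: yeast cell density of 5 × 10^6 cells/mL / Medium: fresh YPD growth medium / Compound: single dose / Timing: static 4 h at 37 °C with compound, 1 h detection / Measured by: adenylate kinase release luminescence / Read-out: lysis from increased AK signal / Benchmarks: Clomiphene as positive lysis control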
LGR2 inh = inhibitors of bursicon-induced LGR2 CRE-luciferase signal, primary screen, cell-based, HEK293, CRE-luciferase reporter, bursicon stimulation. bursicon-stimulated, 4 h. hit rate 0.35% among 380,000. Drosophila bursicon receptor LGR2 (rickets). AID 720647, 2013. inhibition, % at 9.99 µM;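 active = drop in luminescence signal, shown as inhibition above about 50% in the replicate tests, limit read from the data, passing the limit was not always enough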;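 note: agonist challenge used bursicon conditioned medium at about half maximal strength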
SIRT5 block = SIRT5 desuccinylase inhibitors, primary screen, biochemical, fluorescence imaging, single point, set 5; hit rate 1.1% among 330,000; inhibition, % at 15 µM; Purified SirT5, succinyl-peptide AMC, trypsin-coupled fluorescence; NAD-dependent protein deacylase sirtuin-5, mitochondrial (Homo sapiens), Q9NXA8; in the data active = inhibition above about 15%
PGC1a acetyl inh = inhibitors of PGC1a acetylation signal, primary screen, cell-based, U2OS, AlphaScreen, inhibitor mode. AlphaScreen anti-acetyl-lysine; with virally co-expressed GCN5 acetyltransferase. inhibition, % at 15.6 µM. hit rate 0.17% among 350,000. AID 651687, 2012;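 active = every replicate shows inhibition of at least 40%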;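 note: 0% = neutral control wells and 100% = positive control wells; some results beyond the cut were filed as inactive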
Statin myotox sup = suppressors of statin myotoxicity in C2C12 myotubes, primary screen, cell-based, single point, plate reader; C2C12 myotubes + simvastatin, ATP luminescence, 48 h; scaled: DMSO 0, geranylgeraniol control 100; hit rate 0.78% among 330,000; rescue of ATP level, % at 7.49 µM;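 active = mean ATP rescue above about 67%, or every replicate alone reaching that limit, limit read from the data, passing the limit was not always enough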;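 note: myotubes were challenged with 10 µM simvastatin during compound exposure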
XiGFP reactiv = activators of inactive X chromosome reactivation, primary screen, imaging, XiGFP fibroblasts, GFP high-content imaging, set 2. AID 743238, 2013. activation, % at 7.58 µM. XiGFP mouse fibroblasts, % GFP-positive cells imaging, 3 d; cells co-treated with 5-aza-dC sensitizer; scaled so ellipticine positive control = 100%. hit rate 0.055% among 360,000;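 active = mean normalized replicate activation at least 10% and every replicate at or above 10%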;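 note: 0% = median of on-plate neutral control wells and 100% = ellipticine 6 µM median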
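System: 68-5-11 XiGFP fibroblast line | Buffer or medium: DMEM containing 5-aza-dC | Compound: Single point | Times: Compounds 3 days, fix/stain 15 min at room temperature | Benchmarks: Positive control ellipticine, 6 µM final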
Active calls of the source: *; . = no result given; & = joins results of further samples.

SMILES	ERAP1 inh	S100A4 inh HTS	Cneo AK release	LGR2 inh	SIRT5 block	PGC1a acetyl inh	Statin myotox sup	XiGFP reactiv
COc1ccccc1N1CCN(CCC(=O)Nc2cccc(F)c2)CC1	0	-3	0	-12	1	4	-41	-0.1
CCc1ccc2nc(N)sc2c1	3	-1	.	-23	-5	.	.	-0.2
C=CCOc1cccc(CNCc2cccnc2)c1	-1	-3	-1	-24	-2	.	-3	0.0
O=C(NCc1nnc2c(C(F)(F)F)cc(Cl)cn12)c1ccc(Br)o1	-1	-4	.	-10	-2	.	.	0.0
C[C@@H]1CN([C@@H](C)CO)C(=O)c2ccccc2-c2ccccc2CO[C@H]1CN(C)S(=O)(=O)c1ccc([N+](=O)[O-])cc1	2	-27	.	7	0	-11	.	0.3
O=C(Nc1ccccc1)c1ccccc1OCc1cccc([N+](=O)[O-])c1	-2	4	.	-2	-4	.	.	-0.1
CCO[C@@H]1OC(C(=O)N2CCOCC2)=C[C@H](C)[C@H]1CCCO	0	-1	2	-5	1	.	0	-0.3
Cc1noc(C)c1NC(=O)Nc1cccc2c1O[C@H](CN(C)C(=O)Nc1ccccc1)[C@@H](C)CN([C@@H](C)CO)C2=O	1	-6	-7	16	-8	-2	-1	-1.2
CCOC(=O)Cc1csc(NC(=O)Nc2cccc(OC)c2)n1	-2	-2	-3	-16	0	.	-16	0.1
Cc1ccnc(N/C=C(/NC(=O)c2ccccc2)C(=O)NN)n1	-3	-1	1	-28	-2	4	3	0.1
CCOC(=O)N(C)[C@H]1C[C@H]2c3[nH]c4ccccc4c3CCN2C(=O)[C@H]1[C@H](C)O	-6	-1	.	-4	6	.	.	0.0
Cc1onc(-c2c(Cl)cccc2Cl)c1C(=O)c1c[nH]c(C(=O)NCC2CCCO2)c1 (centres undefined)	2	4	-5	14	-5	9	5	0.0
c1ccc(CNc2ncnc3sc4c(c23)CCCC4)nc1	4	-1	.	-1	0	4	.	0.1
COc1ccc2c3c([nH]c2c1)[C@@H](CO)N(C(=O)NC(C)C)CC31CN(C(=O)c2cnccn2)C1	-1	5	.	-11	1	2	.	0.2
O=C(Nc1ccccc1)NC1CCN(CCCN2C(=O)c3ccccc3C2=O)CC1	.	.	3	8	.	-4	-11	.
CC1CCN(CCCNC(=O)C2CC(=O)N(CCc3ccccc3)C2)CC1 (centres undefined)	0	-4	1	11	1	-6	4	0.0
CN(C)C(=O)C[C@@H]1C[C@H]2c3cc(NC(=O)c4cccnc4)ccc3O[C@H]2[C@H](CO)O1	-2	10	8	4	0	-1	-3	0.0
O=C(COc1ccccc1F)N1N=C(c2cccs2)CC1c1ccco1 (centres undefined)	-2	0	.	-17	-2	.	13	-0.1
CCOC(=O)C1=C(C)NC(=O)NC1c1ccc2c(c1)OCO2 (centres undefined)	.	.	0	3	.	3	-1	.
CCOC(=O)C1CCCN(C(=O)c2cc3c(OC)c(OC)c(OC)cc3[nH]2)C1 (centres undefined)	-8	1	0	-12	-1	.	-3	0.1
CC(=O)N1CC(=O)N2[C@H](C1)[C@H](c1ccc(-c3cccc(C(=O)N(C)C)c3)cc1)[C@@H]2CO	.	-7	.	-7	.	-9	.	0.0
O=C(CCc1nnc2n(Cc3ccccc3Cl)c(=O)c3ccccc3n12)NCCCN1CCOCC1	-5	-6	-1	16	-4	7	4	0.2
C=CCn1c(SCC(=O)NCC(c2ccccc2)N(C)C)nnc1C1CCCCC1 (centres undefined)	-1	36	-4	-3	0	.	-4	0.1
CCC(=O)OCc1cc(=O)oc2ccc3ccccc3c12	-33	3	0	16	-2	.	14	0.1
CO[C@H]1CN(C)C(=O)c2cc(NC(=O)Nc3cccc(F)c3)ccc2OC[C@@H](C)N(C(=O)C2CC2)C[C@H]1C	.	.	-3	-28	.	-5	8	0.0

Single records (already shown). Order of values: ERAP1 inh	S100A4 inh HTS	Cneo AK release	LGR2 inh	SIRT5 block	PGC1a acetyl inh	Statin myotox sup	XiGFP reactiv
CC1CCN(CCCNC(=O)C2CC(=O)N(CCc3ccccc3)C2)CC1 (centres undefined) is listed as 0	-4	1	11	1	-6	4	0.0
CCOC(=O)N(C)[C@H]1C[C@H]2c3[nH]c4ccccc4c3CCN2C(=O)[C@H]1[C@H](C)O is listed as -6	-1	.	-4	6	.	.	0.0
CCO[C@@H]1OC(C(=O)N2CCOCC2)=C[C@H](C)[C@H]1CCCO is listed as 0	-1	2	-5	1	.	0	-0.3
c1ccc(CNc2ncnc3sc4c(c23)CCCC4)nc1 is listed as 4	-1	.	-1	0	4	.	0.1
CCC(=O)OCc1cc(=O)oc2ccc3ccccc3c12 is listed as -33	3	0	16	-2	.	14	0.1

Back to the main list, starting 4 compounds before the break.
SMILES	ERAP1 inh	S100A4 inh HTS	Cneo AK release	LGR2 inh	SIRT5 block	PGC1a acetyl inh	Statin myotox sup	XiGFP reactiv
O=C(CCc1nnc2n(Cc3ccccc3Cl)c(=O)c3ccccc3n12)NCCCN1CCOCC1	-5	-6	-1	16	-4	7	4	0.2
C=CCn1c(SCC(=O)NCC(c2ccccc2)N(C)C)nnc1C1CCCCC1 (centres undefined)	-1	36	-4	-3	0	.	-4	0.1
CCC(=O)OCc1cc(=O)oc2ccc3ccccc3c12	-33	3	0	16	-2	.	14	0.1
CO[C@H]1CN(C)C(=O)c2cc(NC(=O)Nc3cccc(F)c3)ccc2OC[C@@H](C)N(C(=O)C2CC2)C[C@H]1C	.	.	-3	-28	.	-5	8	0.0
CN(C)c1cccc(NC(=O)C2Cc3c(-c4cccnc4)ccnc3O2)c1 (centres undefined)	-1	-3	0	10	.	4	8	0.1
Cc1cc(C)[n+](Cc2ccccc2)cc1C(N)=O	.	4	.	3	-18	.	.	0.3
COc1ccc(N2C(=O)c3cc4ccccc4cc3C2=O)cc1	-3	1	-1	0	0	8	13	0.1
Cc1cc(C)c2c(=O)[nH]c(SCc3ccccc3C)nc2n1	1	0	-2	-4	1	4	8	0.0
O=C(C[C@H]1CC[C@H]2[C@@H](COC[C@H](O)CN2Cc2cc(F)cc(F)c2)O1)NCc1cccc(F)c1	0	14	2	-11	6	-13	7	0.1
Cc1ccc(S(=O)(=O)N[C@H]2CC[C@H](CCn3cc(-c4cccnc4)nn3)O[C@H]2CO)cc1	-2	1	-29	6	2	-2	-2	2.2
COC(=O)c1sc(NC(=O)/C=C/c2ccccc2Cl)nc1C	-1	-4	.	-11	11	.	.	-0.1
OC(COc1ccc(CN2CCSCC2)cc1)CN1CCCCC1 (centres undefined)	-3	-20	.	-3	3	9	-2	0.6
CC(CNC(=O)CCn1c(=O)c2cccn2c2ccc(F)cc21)c1ccccc1 (centres undefined)	3	0	-3	8	-3	6	-9	0.0
CC(C)NC(=O)C1(C)CCN1C(=O)c1cccc(F)c1 (centres undefined)	-1	-2	-1	13	-3	5	3	0.3
O=C(Nc1ccnn1C1CCN(C(=O)c2ccc(Cl)cc2)CC1)C1CC1	-4	1	1	-5	4	.	3	0.0
COc1ccccc1CN1[C@@H](CO)[C@@H]2c3ccccc3N(C(=O)C3CCCC3)C[C@@H]21	0	5	2	-1	1	-24	6	0.1
CCCCCC(=O)N[C@@H](c1ccccc1)[C@@H](O)C(=O)O[C@H]1C[C@@]2(O)[C@@H](OC(=O)c3ccccc3)C3[C@](C)(C(=O)[C@H](OC(C)=O)C(=C1C)C2(C)C)[C@@H](O)C[C@H]1OC[C@@]31OC(C)=O (some centres undefined)	0	2	0	5	2	-19	-8	.
CO[C@H]1CN(C)C(=O)c2ccc(NC(C)=O)cc2OC[C@@H](C)N(C(=O)c2ccc(F)cc2)C[C@@H]1C	2	-26	-1	2	-2	29	0	0.0
CCCNC(=O)N(C)C[C@H]1Oc2ncc(C#CCC(C)C)cc2C(=O)N([C@@H](C)CO)C[C@@H]1C	-2	-7	3	-5	1	-15	4	-0.4
CC1(C)CC(=O)C2=C(C1)Nc1ccccc1NC2c1ccc(F)cc1 (centres undefined)	-2	-1	0	1	1	.	11	0.0
O=C(CCNC(=O)c1ccccc1Cl)NCCc1ccc(Cl)cc1	-1	0	1	-5	-7	3	20	0.2
Cc1cc2ncn(/N=C/c3ccc([N+](=O)[O-])o3)c2cc1C	-2	-3	-3	8	-3	-11	87*	.
Oc1c(CNc2ccccc2)cc(COCc2ccccc2)c2cccnc12	-2	2	-1	12	-3	16	7	1.4
Fc1ccc2nc(C(F)(F)F)cc(N3CCOCC3)c2c1	0	1	-1	3	-3	3	0	0.0
C[C@H]1CN([C@@H](C)CO)C(=O)CCCn2nncc2CO[C@@H]1CN(C)Cc1ccc(Oc2ccccc2)cc1	-4&0	0&30	-1&-2	-1&-9	-8&-3	16&-1	0&13	0.0&-0.6
CCC(=O)Nc1ccc2c(c1)OC[C@@H](C)N(Cc1cccc(F)c1)C[C@@H](C)[C@@H](OC)CN(C)C2=O	0&-3	13&-5	-1	13&-1	-13	-2	11	0.1&0.1&-0.2
O=C(C(=O)N1CCC(CNS(=O)(=O)c2ccccc2)CC1)c1cc2ccccc2o1	4	1	.	-4	.	.	.	0.0
C[C@H]1CN([C@@H](C)CO)C(=O)Cc2cc(NC(=O)CCN3CCOCC3)ccc2O[C@H]1CN(C)S(C)(=O)=O	-1	16	9	-22	2	16	-11	0.0
COCCn1c(=S)[nH]c2cc(C(=O)N3CCN(c4cccc(Cl)c4)CC3)ccc2c1=O	0	3	-1	-18	-3	-3	1	0.2
O=C(C[C@@H]1C=C[C@@H](NC(=O)c2ccncc2)[C@H](CO)O1)NCCc1ccncc1	-2	18	51	-3	4	7	9	-0.2
C[C@@H]1CCCCO[C@@H](CN(C)S(=O)(=O)c2ccccc2)[C@H](C)CN([C@@H](C)CO)C(=O)c2cc(NC(=O)Nc3ccc(C(F)(F)F)cc3)ccc2O1	1	-1	3	-7	10	9	.	0.2
CCCCOC(=O)/C=C/c1c(C)[nH]c(=O)[nH]c1=O	3	3	.	-5	-2	.	.	0.1

Only part of the results is shown. The share of hits here may be higher or lower than overall.
